AmpC inh no detg: AmpC beta-lactamase inhibition without detergent | Potency, µM (highest dose often 57.1 µM), inactives show top-dose activity change, negative = inhibition, hits mostly inhibitors | P00811 | AmpC nitrocefin hydrolysis, absorbance 480 nm, 0.0001% Triton | 0.52% of 330,000 active;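 note: plate controls were no compound for no effect and no enzyme for full effect; nearly all actives have a fitted effect of over 20% in size; some results filed as inactive show a strong effect at the top dose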
Target sequence (P00811 whole entry, looked up): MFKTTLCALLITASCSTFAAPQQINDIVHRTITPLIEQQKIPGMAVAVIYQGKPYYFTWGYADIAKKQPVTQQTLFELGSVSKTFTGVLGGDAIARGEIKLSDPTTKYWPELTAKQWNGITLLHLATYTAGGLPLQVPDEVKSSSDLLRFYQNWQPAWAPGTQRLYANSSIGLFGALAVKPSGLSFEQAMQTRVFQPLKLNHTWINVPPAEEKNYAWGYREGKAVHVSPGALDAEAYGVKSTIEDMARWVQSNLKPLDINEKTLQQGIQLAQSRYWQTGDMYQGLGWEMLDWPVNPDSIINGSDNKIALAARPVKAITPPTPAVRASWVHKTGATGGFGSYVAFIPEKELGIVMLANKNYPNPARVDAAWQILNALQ
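20 mM phosphate pH 7.0 + 0.01% (detergent screen) or 0.0001% Triton X-100; 5.3 nM AmpC reagent; cpd preinc 15 min RT; nitrocefin (800 uM stock) to start; A480 q20 s × 4 min; Activity was normalised to no-enzyme and no-compound control wells.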
TbPYK inhibitor: inhibitors of Trypanosoma brucei pyruvate kinase | Potency, µM (highest dose often 76.8 µM), for inactives: top-dose activity, negative = inhibition, most hits filed as inhibitors | 0.12% of 410,000 active | TbPYK enzyme, Kinase-Glo Plus ATP luminescence, 45 min | Q57TT1; note: nearly all actives have a fitted effect of over 50% in size
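Luminescence from Kinase-Glo Plus, added after a 45-minute room-temperature reaction, served as the end-point read-out. The enzyme and substrate were preincubated with compound before ADP (130 uM final) initiated turnover. Concentration-effect curves came from normalized qHTS data.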
Numbers without * were called inactive; ? = inconclusive; [ ] = remark or other dose. Calls come from the whole dose curve; as a rule, active = well fitted curve in the direction sought with a large enough effect; inconclusive = small, poorly fitted or top-dose-only effect, or another doubt; inactive = no such curve, though single readings can be large; an effect the other way counts as inactive or inconclusive. Unless noted, % is set by controls: 0 for no effect and ±100 for the full control effect; potency is the fitted concentration of half-maximal effect. These rows are one share of the data; count on the stated rates, not on these rows.

SMILES	AmpC inh no detg	TbPYK inhibitor
CCOC(=O)C1=CN(Cc2ccco2)S(=O)(=O)N(C)C1c1ccc2ccccc2c1 (stereo not drawn)	-18.2%	2.4%
CCC(=O)c1ccc(OCC(=O)Nc2ccc3c(c2)OCCO3)cc1	-29.5%	1.9%
CCCc1cc(=O)[nH]c(SCC(=O)Nc2c(C)n(C)n(-c3ccccc3)c2=O)n1	-15.7%	-6.6%
CC[C@]12c3[nH]c4ccc(Cl)cc4c3CCN1C(=O)[C@@H](CC(=O)NCc1ccco1)C[C@@H]2C(=O)N1CCN(C(=O)c2ccco2)CC1	268.7%[activator]	4.0%
Cc1noc(C)c1S(=O)(=O)Nc1ccc2c(c1)C(=O)N([C@H](C)CO)C[C@H](C)[C@@H](CN(C)C(=O)Nc1ccc(C(F)(F)F)cc1)O2	170.3%[activator]	5.3%
COc1cc(N)c(Cl)cc1C(=O)OCC(=O)Nc1ccc(N2CCOCC2)cc1	-13.0%	-6.6%
CCC(CO)Oc1cc(NCc2ccc(Cl)cc2)c2ncn(C(C)C)c2c1 (stereo not drawn)	64.1%[activator]	-12.9%
CCOc1ccc(C(=O)N[C@H](C(=O)Nc2ccc(S(=O)(=O)Nc3nccs3)cc2)C(C)C)cc1	-36.5%	-1.1%
CC1CN(C(=O)COC(=O)[C@@H](NC(=O)c2ccccc2Cl)C(C)C)CC(C)O1 (stereo partly drawn)	-6.0%	1.1%
CN(C)S(=O)(=O)c1cccc(NC(=O)COC(=O)[C@H](Cc2ccccc2)NC(=O)c2ccco2)c1	-14.8%	-8.0%
CCCCNC(=O)C(C)N(CCN(C)C)C(=O)CCCN1C(=O)NC(c2ccc([N+](=O)[O-])cc2)C(C(=O)OCc2ccccc2)=C1C (stereo not drawn)	268.3%[activator]	-2.2%
O=C(C[C@@H]1C/C=C\C[C@@H](Cc2ccc(F)cc2)C(=O)OC[C@H]2CCCN2C1=O)N[C@H](CO)Cc1ccccc1	207.5%[activator]	-6.6%
CN1CCN(c2ccc(S(=O)(=O)N3CCOCC3)cc2NC(=O)CSCc2ccccc2)CC1	106.2%[activator]	0.9%
O=C(CCc1ccc(S(=O)(=O)N2CCOCC2)cc1)Nc1ccc(F)cc1[N+](=O)[O-]	-15.7%	-1.7%
CC1CCN(C(=O)c2ncn(Cc3ccccc3)c2C(=O)N2CCC(C)CC2)CC1	54.6%	-17.5%
C[C@]12CC[C@H](O)CC1=CCC1C2CC[C@@]2(C)C1C[C@@H](O)[C@@H]2O (stereo partly drawn)	-3.4%	-9.6%
COc1cccc(/C=C/C(=O)OCC(=O)c2ccccc2)c1OC	-18.8%	1.4%
CCN[C@@H](C)Cc1cccc(C(F)(F)F)c1	-1.5%	-5.6%
CCCCC[C@@H]1C=C(C(=O)O)[C@H](c2ccc(CC)cc2)N1S(=O)(=O)c1ccc(C)cc1	-11.7%	-0.5%
O=C(CNC(=O)c1ccc(Br)o1)NCC1COc2ccccc2O1 (stereo not drawn)	-13.6%	0.0%
CC(=O)N1CCN(C(=O)CSc2ncnc3sc(C)c(C)c23)CC1	-17.0%	-6.2%
COc1ccc(C(=O)OCC(=O)N2CCc3ccccc32)cc1S(=O)(=O)N1CCOCC1	185.6%[activator]	3.4%
Cc1ccc([C@@H]2CC=C(C(=O)O)[C@H](c3ccc(C(C)(C)C)cc3)N2S(=O)(=O)c2ccc(C)cc2)cc1	18.1%	5.3%
CC(=O)c1ccc(NC(=O)C(C)Sc2nnc(-c3ccncc3)n2C2CC2)cc1 (stereo not drawn)	30.9%	-26.8%
Cc1cc(C)cc(N(CCC#N)C(=O)COC(=O)Cn2[nH]c(=O)c3ccccc3c2=O)c1	65.3%[activator]	0.4%
C[C@H](CO)N1C[C@H](C)[C@@H](CN(C)C(=O)NC2CCCCC2)Oc2c(NC(=O)Nc3ccc(C(F)(F)F)cc3)cccc2C1=O	179.2%[activator]	3.6%
O=C(CCN1CCN(Cc2ccccc2)CC1)NNC(=O)c1cc2ccccc2o1	-2.6%	-12.9%
COc1ccc(NC(=O)C23CC4CC(CC(Cl)(C4)C2)C3)cc1S(=O)(=O)N1CCOCC1	216.8%[activator]	0.4%
COc1ccccc1CNC(=O)CCNS(=O)(=O)/C=C/c1ccc(C)cc1	-16.5%	-6.0%
O=C(COC(=O)c1cc(=O)[nH]c2ccccc12)Nc1ccc(F)cc1	-23.1%	-1.3%
CS(=O)(=O)c1ccc(-c2sc3ccccc3c2C(=O)NCCCN2CCOCC2)cc1	21.9%	19.5%
COc1ccc(NC(=O)N(C)C[C@H]2Oc3ccc(NS(=O)(=O)c4c(C)noc4C)cc3C(=O)N([C@H](C)CO)C[C@@H]2C)cc1	33.5%	-1.3%
O=C(O)c1cccc(S(=O)(=O)Nc2ccc(Oc3ccccc3)cc2)c1	-17.1%	-0.6%
COc1ccccc1-c1nnc(SCC(=O)Nc2cccnc2Cl)n1C	-31.7%	28.2%
Fc1ccc2cc(-c3ccccc3F)ncc2c1	0.2%	-13.2%
CCN(C[C@H]1N[C@@](Cc2ccccc2)(C(=O)OC)[C@H]2C(=O)N(Cc3ccccc3)C(=O)[C@@H]12)C(C)=O	78.9%[activator]	-0.6%
O=C(CN1C(=O)/C(=C2/SC(=S)N(CCS(=O)(=O)O)C2=O)c2ccccc21)Nc1cccc(Br)c1	-31.2%	-8.0%
Cc1ccc(CN2C(=O)C[C@@H](NC(=O)OCC3c4ccccc4-c4ccccc43)C/C=C\C2c2ccc(C)cc2)cc1 (stereo partly drawn)	-19.7%	0.4%
CCN1C(=O)[C@H]2[C@H]3CN=C(SC)N3[C@@](CC)(C(=O)OC)[C@H]2C1=O	-19.1%	-1.5%
Cc1ccc(S(=O)(=O)Nc2cccc3c2O[C@H](CN(C)C(=O)Nc2ccc(C(F)(F)F)cc2)[C@@H](C)CN([C@H](C)CO)C3=O)cc1	221.9%[activator]	3.5%
CN(CCN(C)C(=O)c1[nH]cnc1C(=O)Nc1ccccc1)C(=O)c1[nH]cnc1C(=O)Nc1ccccc1	-33.9%	-1.2%
COC(=O)[C@]12C(=O)NC[C@H](CN1c1ccc(C(F)(F)F)cc1)N2C	10.2%	-13.8%
O=C(NNC(=O)c1nc2ccccc2[nH]1)OCc1ccccc1	-19.2%	-4.9%
CCCCCCSc1ccc(-c2nc3ccc(Cl)cn3c2NC2CCCCC2)cc1	-20.2%	2.4%
CC(C)c1ccc(C(=O)COC(=O)C(O)c2ccccc2)cc1 (stereo not drawn)	-10.4%	-1.0%
C[C@H](CO)N1C[C@H](C)[C@@H](CN(C)S(=O)(=O)c2cccs2)Oc2c(NS(=O)(=O)c3cn(C)cn3)cccc2C1=O	16.1%	0.7%
O=C1C=CN2CCCC2CC1 (stereo not drawn)	21.7%	6.1%
CC(C)c1ccc(NC(=O)COC(=O)C2CC3C=CC2C3)cc1 (stereo not drawn)	-7.8%	3.6%
C[C@H](CO)N1C[C@H](C)[C@@H](CN(C)S(=O)(=O)c2ccc(F)cc2)Oc2ccc(NC(=O)c3ccncc3)cc2C1=O	148.8%[activator]	1.8%
C[C@@H]1CN([C@@H](C)CO)C(=O)c2cc(NS(=O)(=O)c3cccs3)ccc2O[C@H]1CN(C)Cc1ccc(C(F)(F)F)cc1	207.2%[activator]	-2.9%

Continued:
SMILES	AmpC inh no detg	TbPYK inhibitor
COc1cc2c(cc1OC)C(=O)N1[C@H]3c4cc(C)ccc4OC[C@@H]3[C@H](c3ccccc3)[C@]1(C)C(=O)N2	127.4%[activator]	-1.1%
Cc1cccc(N2CCN(C(=O)c3ccc(S(=O)(=O)N(C)c4ccccc4)cc3)CC2)c1C	87.7%[activator]	-0.6%
COC(=O)[C@]1(C)N[C@H](CN(C)C(C)=O)[C@@H]2C(=O)N(Cc3ccccc3)C(=O)[C@@H]21	-7.8%	-7.2%
O=C(C[C@H]1C/C=C\C[C@@H](Cc2ccc(F)cc2)C(=O)O[C@@H](c2ccccc2)CNC1=O)N[C@@H](CO)Cc1ccccc1	18.3%	-10.1%
N#Cc1ccccc1OCC(=O)NC1CCCCC1	0.2%	2.0%
Cc1ccccc1SCC(=O)OCC(=O)NCc1ccccc1	-9.1%	4.3%
O=S(=O)(c1cccc(-c2n[nH]c(=S)n2-c2ccccc2Cl)c1)N1CCOCC1	-20.9%	?
CC1CC(=O)Nc2ccccc2N1C(=O)CSc1ccc2ccccc2n1 (stereo not drawn)	-21.7%	7.4%
CC(C)NC(=O)Nc1ccc2c(c1)CC(=O)N([C@@H](C)CO)C[C@H](C)[C@@H](CN(C)C(=O)NC1CCCCC1)O2	-7.0%	-8.6%
O=C(NCC1CC1)c1cccc2c1C(=O)c1ccc(-c3ccc(OC(F)(F)F)cc3)cc1S2(=O)=O	-13.4%	2.4%
Cc1ccc(S(=O)(=O)N2C[C@@H]3[C@H]4CC[C@H](C4)[C@@H]3[C@@H](C)[C@@H]2c2cccn2Cc2ccccc2)cc1	-37.0%	-4.8%
O=C(O)CC(NS(=O)(=O)c1ccc2c(c1)OCCO2)c1ccccc1[N+](=O)[O-] (stereo not drawn)	-17.6%	-3.1%
C[C@H](CO)N1C[C@H](C)[C@@H](CN(C)C(=O)Nc2ccc(C(F)(F)F)cc2)Oc2c(NS(=O)(=O)c3cn(C)cn3)cccc2C1=O	157.3%[activator]	-2.6%
CCN1C[C@@H]2[C@@H]3C(=O)N(C)C(=O)[C@@H]3[C@](Cc3ccccc3)(C(=O)OC)N2C1=NC1CCCCC1	113.7%[activator]	5.9%
CC(=O)Nc1ccc(NC(=O)CSc2nc3ccccc3c(=O)n2CCCN2CCOCC2)cc1	-10.0%	2.2%
O=C(NN=Cc1ccccc1Cl)c1ccc(-n2cnnn2)cc1	-0.8%	1.6%
NS(=O)(=O)c1ccc(N2CCN(S(=O)(=O)Cc3ccccc3)CC2)nc1	-17.8%	0.9%
CC(=O)Nc1ccc(S(=O)(=O)Nc2cc(Cl)ccc2N2CCOCC2)cc1	17.2%	-0.9%
Nc1c(N(CCCO)C(=O)C2CCCCC2)c(=O)[nH]c(=O)n1Cc1ccccc1	-20.9%	1.2%
Nc1ncnc2c1ncn2[C@@H]1O[C@H](CN=C2NS(=O)(=O)c3ccccc32)[C@@H](O)[C@H]1O	-11.2%	-3.5%
CCN(CC)C(=O)[C@H]1CC(CC(=O)NCCCn2ccnc2)C(=O)N2CCc3c([nH]c4ccc(OC)cc34)[C@]12C (stereo partly drawn)	25.9%	4.2%
CNC[C@@H]1Oc2ccc(NC(=O)Nc3c(C)noc3C)cc2CC(=O)N([C@H](C)CO)C[C@H]1C	-2.9%	-12.0%
CCCCN1C(=N)N([C@@H](C)CN2CCC[C@H]2CN2C(N)=NC[C@@H]2Cc2ccccc2)C[C@H]1Cc1ccccc1	46.6%	0.1%
CC(C)(C)OC(=O)NCCCCCNC(=O)c1[nH]cnc1C(=O)N[C@@H](Cc1ccccc1)C(=O)OC(C)(C)C	40.2%	3.6%
Cc1ccc(NC(=O)CN(C)C(=O)COc2cccc3ccc(C)nc23)cc1	-20.3%	-3.1%
COC(=O)[C@]1(Cc2ccccc2)N[C@H](CN(C)C(=O)c2ccccc2)[C@@H]2C(=O)N(C)C(=O)[C@@H]21	1.8%	-1.3%
Cc1ccc(NC(=O)CNC(=O)c2ccc(C(C)(C)C)cc2)cc1S(=O)(=O)N1CCOCC1	21.5%	0.2%
CCN(c1ccccc1)S(=O)(=O)c1ccc(C(=O)Nc2ccccc2OC)cc1	-15.4%	-2.3%
COC(=O)c1ccc(C)cc1	-13.7%	-10.3%
Cc1ccc(C(=O)Nc2ccccc2C(=O)NCc2ccco2)cc1	-21.9%	-1.3%
COc1ccccc1C(=O)NCC(=O)NNC(=O)c1cccs1	-18.4%	0.2%
CC(C)C(NC(=O)c1ccccc1F)C(=O)NCC(c1ccco1)N1CCCCC1 (stereo not drawn)	-8.4%	2.3%
C[C@]12CC[C@@H](O)CC1=CCC1C2CC[C@@]2(C)C1CC[C@@H]2N (stereo partly drawn)	-4.5%	-2.5%
O=C(COC(=O)c1ccc(Cl)nc1)NCCc1ccc(F)cc1	-5.6%	-10.1%
Cc1ccc(C(C)C)c(OCC(=O)OCC(=O)NC2CC2)c1	14.7%	16.6%
CCOC(=O)c1c(C)[nH]c(C(=O)OCC(=O)NCc2ccccc2)c1C	-22.6%	-1.9%
COc1ccc(S(=O)(=O)N2CCCCC2)cc1NS(=O)(=O)c1ccc(CNC(C)=O)cc1	-1.4%	-24.2%
COc1ccc(NC(=S)NC(=NS(=O)(=O)c2ccc(Cl)cc2)c2ccccc2)cc1	-21.8%	0.6%
